Source: PubChem BioAssay (several laboratories)
proCasp3 act – procaspase-3 (human) activation; P42574; recombinant procaspase-3 D3A, Ac-DEVD-pNA absorbance 405 nm; activation, % at 8.5 µM; 0.11% of 330,000 active; AID 463141;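 active = activation above the mean of all tested compounds plus 3 SD, cut at about 21% in these data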;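 note: 0% = DMSO alone and 100% = DMSO wells spiked with extra 5 µM PC-3 D3A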
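Assay system: Procaspase-3 D3A mutant, all three cleavage aspartates alanine. Buffer or medium: Zinc-free HEPES saline buffer with Triton X-100. Times: 1 h compound preincubation, 2 h substrate hydrolysis at 25 °C. Measured by: 405 nm absorbance of p-nitroaniline, reads at 0 and 120 min. Read-out basis: percent activation relative to control range. Replicates: singlicate.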
LAP4-GFP MLPCN – yeast TOR pathway LAP4-GFP modulation; S. cerevisiae LAP4-GFP multiplex, flow cytometry GFP, 3 h; median GFP as percent of DMSO wells; GFP response vs DMSO, % at 10 µM; 0.34% of 320,000 active;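 active = GFP response vs DMSO above a set limit, about the screen mean plus 3 SD, cut at about 150% in these data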
proCasp7 act – counter-screen: procaspase-7 (human) activation; activation, % at 8.5 µM; AID 463210; recombinant procaspase-7, Ac-DEVD-pNA absorbance 405 nm; D23A/D198A/D206A triple mutant, cannot self-cleave; scale: DMSO 0, 5 µM enzyme 100; 0.093% of 330,000 active;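 active = percent activation above the screen-wide mean plus 3 SD, cut at about 25% in these data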
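Replicates: singlicate. Assay system: Procaspase-7 triple mutant (PC-7 D3A). Signal: 405 nm absorbance of p-nitroaniline. Times: 1 h preincubation, 2 h reaction. Buffer or medium: Zinc-free HEPES pH 7.4 with 300 mM NaCl, 0.01% Triton X-100. Also added: DEVD-pNA substrate. Benchmarks: DMSO wells as 0%, DMSO with 5 µM added PC-7 as 100%.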
JMJD2C inh – human JMJD2C demethylase inhibition | GST-JMJD2C(1-420) H3K9me3 demethylation, DELFIA europium | inhibition, % at 2.35 µM | 0.069% of 330,000 active;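 active = more than half of a compound's replicate wells show inhibition beyond 50%, single wells judged on their own value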;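 note: signal counts dimethyl H3K9 product captured on neutravidin plate; 0% = median of DMSO wells and 100% = 0.3 times that DMSO median; strong numbers were not always called active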
MEP2 TOR yeast – yeast TOR pathway MEP2-GFP modulation; 0.51% of 330,000 active; S. cerevisiae MEP2-GFP strain, flow cytometry GFP, 3 h; 100% = DMSO control level; GFP response vs DMSO, % at 10 µM;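 active = GFP response versus DMSO above a set limit, roughly screen mean plus 3 SD, cut at about 180% in these data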;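 note: median GFP fluorescence of the barcode-gated MEP2-GFP cells per well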
AHR activator – activates the human aryl hydrocarbon receptor; AHR-responsive luciferase reporter cells, luminescence; activation, % at 5 µM; AID 2796; 2.5% of 320,000 active; in the data active = activation above about 47%;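 note: 0% = vehicle wells and 100% = reference agonist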
Target sequence (P35869 whole entry, looked up): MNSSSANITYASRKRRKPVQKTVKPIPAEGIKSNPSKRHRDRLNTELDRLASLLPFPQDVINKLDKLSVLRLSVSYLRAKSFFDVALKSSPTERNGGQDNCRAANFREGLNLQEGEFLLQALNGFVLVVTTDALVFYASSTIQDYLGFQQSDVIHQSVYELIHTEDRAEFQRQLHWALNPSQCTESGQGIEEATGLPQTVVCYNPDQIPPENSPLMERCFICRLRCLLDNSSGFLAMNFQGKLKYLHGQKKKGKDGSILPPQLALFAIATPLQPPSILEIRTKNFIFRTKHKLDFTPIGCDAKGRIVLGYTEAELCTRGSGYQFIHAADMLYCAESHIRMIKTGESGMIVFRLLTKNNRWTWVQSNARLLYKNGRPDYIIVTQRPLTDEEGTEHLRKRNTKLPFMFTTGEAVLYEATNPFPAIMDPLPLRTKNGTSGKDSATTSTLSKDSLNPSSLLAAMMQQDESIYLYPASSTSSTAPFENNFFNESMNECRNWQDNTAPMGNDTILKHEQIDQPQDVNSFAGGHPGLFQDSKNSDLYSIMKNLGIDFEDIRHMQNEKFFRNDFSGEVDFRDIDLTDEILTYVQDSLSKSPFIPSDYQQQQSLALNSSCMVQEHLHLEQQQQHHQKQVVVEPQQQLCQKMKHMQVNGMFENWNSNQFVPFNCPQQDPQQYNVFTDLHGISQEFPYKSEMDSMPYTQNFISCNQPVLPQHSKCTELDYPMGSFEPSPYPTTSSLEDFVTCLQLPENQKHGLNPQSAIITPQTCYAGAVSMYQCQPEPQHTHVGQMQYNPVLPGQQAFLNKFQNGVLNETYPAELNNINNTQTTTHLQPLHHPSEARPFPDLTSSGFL
RPL19A TOR yeast – yeast TOR pathway RPL19A-GFP modulation; percent response vs DMSO, % at 10 µM; S. cerevisiae RPL19A-GFP strain, flow cytometry, 3 h; active compounds read low; AID 2025; 0.3% of 330,000 active;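 active = percent response vs DMSO below 50%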;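 note: median channel GFP fluorescence of the barcoded RPL19A-GFP strain; ratio of sample median GFP to plate DMSO average so 100% = DMSO; lower means less RPL19A-GFP as with rapamycin TOR inhibition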
Yeast superoxide – lowers age-related superoxide in aged yeast cells | S. cerevisiae aged cells, superoxide DHE fluorescence; active compounds read low | superoxide response (% of plate mean), % at 10 µM | 0.18% of 330,000 active;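 active = superoxide response under a set limit, about three screen SD below normal, cut at about 65% in these data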;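 note: yeast aged for seven days with compound at 30 °C before DHE staining; 100% = average MFI of all compound-treated wells on the plate with controls excluded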
Starred values were filed as active, the others as inactive; . = not tested or not shown.

entry	compound	proCasp3 act	LAP4-GFP MLPCN	proCasp7 act	JMJD2C inh	MEP2 TOR yeast	AHR activator	RPL19A TOR yeast	Yeast superoxide
1	CCc1ccc(N2C(=O)CN(CC(=O)OC)C2=S)cc1	-6	100	-6	13	99	1	99	114
2	O=S(Cc1ccc(Br)cc1)Cc1nnc(SCc2c(F)cccc2Cl)n1-c1ccccc1 (centres undefined)	3	103	4	1	112	0	103	105
3	Cc1cc(SC(C)C(=O)Nc2c(C)n(C)n(-c3ccccc3)c2=O)nc2ccccc12 (centres undefined)	-10	90	8	-18	93	3	89	92
4	S=c1[nH]nc(-c2cc(-c3ccccc3)n[nH]2)n1/N=C/C=C/c1ccccc1	-4	109	-12	2	102	13	100	113
5	COc1ccc(Nc2nc3ccccc3nc2NS(=O)(=O)c2cccs2)cc1	-1	95	8	10	104	-6	102	101
6	CCn1c(=NC(=O)CS(=O)(=O)c2ccccc2)sc2cccc(OC)c21	3	106	-12	3	95	0	95	103
7	COc1ccccc1NC(=O)CSc1nnnn1-c1ccccc1F	0	98	3	1	113	4	105	91
8	COc1ccc(CC(=O)NCc2n[nH]c(=S)n2-c2cccc(Cl)c2)cc1	3	90	1	16	91	2	96	103
9	CCN(CC)CCN1C(=O)C(=O)/C(=C(/O)c2ccccc2)C1c1ccccc1F (centres undefined)	8	90	1	2	96	2	88	99
10	O=C1Nc2ccccc2C1=Nc1ccc(-c2nnc3n2CCCCC3)cc1	8	107	8	-17	108	10	97	100
11	Cc1cc(CNC(=S)Nc2cccc(Cl)c2Cl)nn1C	-1	93	6	0	97	2	97	106
12	COc1ccc(-c2nc3ccccn3c2NCc2ccc3c(c2)OCO3)cc1	4	101	1	-4	95	22	95	94
13	O=C(OCC(=O)N(Cc1ccccc1)Cc1ccccc1)c1ccccc1NCCO	7	111	13	-2	98	-1	102	104
14	CC1(NC(=O)CC(c2ccccc2)(c2ccccc2)c2ccccc2)CCN(CCCc2ccccc2)C1=O (centres undefined)	10	106	13	9	108	1	104	91
15	CCCCC(CC)C(=O)Nc1ccc(C)c(O)c1 (centres undefined)	1	98	-6	-21	96	-1	93	95
16	CCN(CC)C(=O)Cn1cc(S(=O)(=O)CC(=O)NC2CCCCC2)c2ccccc21	-4	100	2	-20	110	10	102	113
17	Cc1c(CCO)sc[n+]1CC(=O)OCCC12CC3CC(CC(C3)C1)C2	8	97	18	0	100	-3	97	108
18	O=C(NCc1ccc(Cl)cc1)C(=O)NCC(c1ccco1)N1CCOCC1 (centres undefined)	-1	100	8	-1	102	-2	103	106
19	CC(C)(Cc1cc(CC(C)(C)C(=O)O)cc(C(C)(C)C)c1)C(=O)O	3	110	5	52	90	-1	94	110
20	COc1ccccc1CC1(C)NC(=O)N(CC(=O)N2CC(C)OC(C)C2)C1=O (centres undefined)	7	.	5	-6	91	3	96	99
21	CCOC(=O)NC(=O)CSc1ccc2ccccc2n1	5	107	3	-7	96	3	97	73
22	COc1ccc2oc(C(=O)N(C)CCOc3ccccc3)c(C)c2c1	4	74	7	6	97	7	97	102
23	O=C(CC(C(=O)O)c1ccc(Cl)cc1)c1ccc(Br)cc1 (centres undefined)	4	88	-7	-16	101	1	105	103
24	COc1ccc(NS(=O)(=O)c2ccc(NC(C)=O)cc2)c(OC)c1	1	93	-2	12	91	-1	95	98
25	CCOc1ccc(CN2CCN(CC3=Cc4cccc(OC)c4OC3)CC2CCO)cc1 (centres undefined)	5	88	1	-8	100	2	100	95
26	O=C(C1CCC1)N1CCc2cc(S(=O)(=O)Nc3ccc4c(c3)OCO4)ccc21	4	99	-2	13	98	0	98	99
27	O=C(CSC1CCCCC1)Nc1ccccc1Br	10	103	12	1	109	-2	105	108
28	O=[N+]([O-])c1cccc(CN2CCN(c3cccc4[nH]ccc34)CC2)c1	-3	92	13	-6	101	5	99	103
29	CC(C)CNC1CCS(=O)(=O)C1 (centres undefined)	5	108	1	0	107	0	97	90
30	CC1(C)CC(=O)C(C=NCCN2CCN(CC(=O)Nc3ccc(F)cc3)CC2)=C(O)C1	1	102	10	0	98	1	98	96
31	O=S(=O)(N1CCCCC1)N1CCN(c2ccccc2F)CC1	-1	109	6	5	97	-1	96	93
32	CN(CC(=O)NCCC1=CCCCC1)S(=O)(=O)c1ccc2c(c1)c(=O)n(C)c(=O)n2C	13	89	13	.	89	-2	102	92
33	O=C(Cn1cnc2ccccc21)Nc1ccc(F)c(F)c1	3	109	8	-5	103	-1	105	119
34	COc1ccc(C(=O)O)cc1S(=O)(=O)Nc1ccc2cn[nH]c2c1	2	97	-1	-1	104	19	98	82
35	O=C(Cc1noc2ccccc12)NNC(=S)Nc1ccc(Cl)cc1	-5	100	-8	11	96	3	97	106
36	Cc1cccc(NC(=O)CSc2nc3c(c(=O)[nH]2)CCC3)c1C	6	93	3	4	98	-2	101	96
37	Cc1cc(=O)oc(C)c1C(=O)N[C@@H](Cc1ccccc1)C(=O)O	4	94	2	-1	97	-1	104	104
38	COc1ccc(OC2C(=O)N(c3cc(C)ccc3C)C2c2ccc(OC)c(OC)c2)cc1 (centres undefined)	-2	87	8	0	98	5	108	111
39	CC(=O)N(C)c1ccc(N=C2C(=O)Nc3ccccc32)cc1	.	91	.	7	104	.	101	101
40	COC(=O)c1cc(-c2ccccc2)on1	-4	99	9	-6	98	0	101	92
41	CNC(=S)N1CCN(c2ccccc2OC)CC1	10	103	-2	4	101	11	103	96
42	O=C(Cc1ccc(F)cc1)Nc1nccs1	-5	96	1	-1	112	0	104	99
43	O=C(c1ccc(N2CCCCC2)c([N+](=O)[O-])c1)N(c1ccccn1)c1ccccn1	0	107	-6	22	97	-2	99	86
44	COc1ccccc1C(=O)Nc1ccc2c(c1)nc1n2CCN(Cc2ccccc2)C1	5	91	7	2	101	-8	99	96
45	CN(C(=O)COC(=O)c1cc(S(=O)(=O)N2CCCCC2)ccc1N1CCOCC1)C1CCS(=O)(=O)C1 (centres undefined)	4	106	11	-6	104	-1	103	106
46	O=C(Nc1ccncc1)C1CCN(S(=O)(=O)c2ccccc2)CC1	4	100	-2	8	110	4	101	105
47	c1ccc(-c2nc(-n3ccnc3)nc(-n3ccnc3)n2)cc1	2	103	-1	-40	103	-2	89	93
48	Cc1ccc(-n2nnc3ccccc3c2=O)cc1C	-5	101	-8	4	108	17	95	101
49	COc1ccc(CN2CCN(C(=O)C3CCC(CNS(=O)(=O)c4ccc(C)cc4)CC3)CC2)c(OC)c1OC (centres undefined)	-5	106	8	-8	97	3	98	93
50	Cc1ccc(-n2c3nc(=O)n(C)c(=O)c-3cc3ccccc32)cc1	-12	94	-9	-19	105	4	106	95

(further entries)
entry	compound	proCasp3 act	LAP4-GFP MLPCN	proCasp7 act	JMJD2C inh	MEP2 TOR yeast	AHR activator	RPL19A TOR yeast	Yeast superoxide
51	COc1ccc(NC(=O)C2OCCc3ccccc32)c(OC)c1 (centres undefined)	-5	103	7	-1	103	22	101	109
52	Cc1ccsc1C1Nc2ccc3ncccc3c2C2=C1C(=O)CCC2 (centres undefined)	1	102	5	1	95	6	100	100
53	COc1ccc(C(=O)C2CCCN(C(=O)CCc3scnc3C)C2)c(C)c1 (centres undefined)	1	103	2	-21	95	5	96	92
54	COC(=O)c1ccccc1S(=O)(=O)N(Cc1cc2ccc(OC)cc2[nH]c1=O)CC1CCCO1 (centres undefined)	-5	91	6	0	94	1	90	105
55	C/C(=N\NC(=O)c1cc(-c2ccc(C)s2)[nH]n1)c1ccco1	3	90	-3	-2	101	25	98	106
56	Cc1cc(C)c2cccc(N)c2n1	-12	101	-2	9	97	8	100	111
57	O=C(Nc1nc(-c2ccccn2)cs1)c1ncc(Cl)c(Cl)c1Cl	7	143	0	8	102	7	93	78
58	Cc1sc2ncnc(N(C)Cc3ccco3)c2c1C	6	106	6	0	120	0	104	85
59	COc1ccc(C2Nc3ccccc3NC3=C2C(=O)CC(C)(C)C3)cc1OC (centres undefined)	-6	90	0	-11	107	1	102	99
60	CCOC(=O)C1(C/C(C)=N/NC(N)=O)CC(C)OC1=O (centres undefined)	0	92	1	16	98	-2	98	93
61	O=C(C1CCN(S(=O)(=O)c2ccc(Cl)c(C(F)(F)F)c2)CC1)N1CCC1	-5	120	-4	6	136	3	100	85
62	CCC(C)NC(=O)c1ccc(N2CCC3(CC2)OCCO3)c([N+](=O)[O-])c1 (centres undefined)	-2	95	-3	1	110	-1	101	96
63	CCCNC(=O)Cn1cnc2sc(C(=O)Nc3cc(OC)c(OC)c(OC)c3)c(C)c2c1=O	2	92	0	-1	101	-2	.	109
64	CCOc1ccc(C(=O)CCC(=O)Nc2ccc(C)cn2)cc1	-2	106	1	-9	98	1	102	105

Looked up by compound from the list above:
entry	compound	proCasp3 act	LAP4-GFP MLPCN	proCasp7 act	JMJD2C inh	MEP2 TOR yeast	AHR activator	RPL19A TOR yeast	Yeast superoxide
63	CCCNC(=O)Cn1cnc2sc(C(=O)Nc3cc(OC)c(OC)c(OC)c3)c(C)c2c1=O	2	92	0	-1	101	-2	.	109
64	CCOc1ccc(C(=O)CCC(=O)Nc2ccc(C)cn2)cc1	-2	106	1	-9	98	1	102	105
61	O=C(C1CCN(S(=O)(=O)c2ccc(Cl)c(C(F)(F)F)c2)CC1)N1CCC1	-5	120	-4	6	136	3	100	85
